TNAP inh hiacc – human TNAP enzyme inhibitors, primary screen, biochemical, luminescent, high phosphate acceptor level, uHTS | Alkaline phosphatase, tissue-nonspecific isozyme (Homo sapiens), P05186 | purified TNAP, CDP-star luminescence, 1 M DEA | actives 0.03% (n = 200,000) | inhibition, % at 20 µM | AID 1135, 2008;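 active means over 50% inhibition of tissue-nonspecific alkaline phosphatase at 20 µM in the single-dose screen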;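 further: plate controls were DMSO wells for no effect and EDTA-quenched wells as full inhibition for full effect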
Target sequence (P05186 whole entry, looked up): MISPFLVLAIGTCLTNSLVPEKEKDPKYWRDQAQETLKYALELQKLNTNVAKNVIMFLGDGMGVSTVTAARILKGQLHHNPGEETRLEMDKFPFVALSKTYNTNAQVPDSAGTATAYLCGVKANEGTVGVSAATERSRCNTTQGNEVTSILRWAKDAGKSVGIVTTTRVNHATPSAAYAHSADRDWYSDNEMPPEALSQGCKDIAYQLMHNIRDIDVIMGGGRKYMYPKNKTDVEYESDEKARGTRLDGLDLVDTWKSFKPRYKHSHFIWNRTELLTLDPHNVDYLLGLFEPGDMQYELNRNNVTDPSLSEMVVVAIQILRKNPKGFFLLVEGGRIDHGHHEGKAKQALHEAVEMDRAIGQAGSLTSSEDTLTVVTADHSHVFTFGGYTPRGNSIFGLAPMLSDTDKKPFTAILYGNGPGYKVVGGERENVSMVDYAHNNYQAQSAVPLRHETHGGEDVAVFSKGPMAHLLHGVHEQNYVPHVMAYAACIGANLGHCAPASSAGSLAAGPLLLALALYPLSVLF
Diaphorase act – compounds boosting diaphorase resazurin reduction – biochemical, uHTS, resorufin fluorescence, counter-screen for diaphorase-coupled primary assays, primary screen; Diaphorase/resazurin coupled assay, 16 min; active compounds read high; 1 = vehicle wells, 0 = NADH-free wells; activation factor at 20 µM; actives 0.005% (n = 190,000);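 active means diaphorase activity raised at least twofold by the compound at 20 µM; inactive means activation factor below 2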
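Material: Purified diaphorase enzyme from Clostridium kluyveri | Buffer or medium: 50 mM HEPES pH 7.4 with 4.542 mM MgCl2, 0.005% Tween 20 | Times: 16 min enzyme reaction, ambient temperature | Signal: Red resorufin fluorescence at 544/590 nm excitation/emission | Measure: Increased resorufin signal from activators or reducing compounds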
bIAP act – bovine intestinal alkaline phosphatase activators, primary screen, biochemical, bovine IAP, CDP-star luminescence; alkaline phosphatase, intestinal [Bos taurus]; purified bovine IAP, 30 min; active compounds read high; fold of DMSO-control signal, blank-subtracted; activation factor at 20 µM; actives 0.17% (n = 200,000);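 active means activation factor of 2 or more at 20 µM, a signal rise over negative controls twice the positive control's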
L major viab – Leishmania major promastigote growth inhibition, primary screen; actives 9% (n = 200,000); Leishmania major promastigotes, resazurin fluorescence viability; inhibition, % at 10 µM; AID 1063, 2008; in the data active means inhibition above about 50%;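 further: promastigotes grown with compound for 44 hours at 28 °C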
bIAP inhibitor – bovine intestinal alkaline phosphatase inhibitors, primary screen, selectivity assay for TNAP inhibitor project, biochemical, bovine IAP, CDP-star luminescence | inhibition, % at 20 µM | 190,000 tested, under 10 active | purified bovine IAP, 30 min;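 active means over 50% inhibition of intestinal alkaline phosphatase at 20 µM in the single-dose screen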
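test system = bovine IAP enzyme | medium = DEA buffer 100 mM, pH 9.8, with MgCl2 1.0 mM, ZnCl2 0.02 mM | detection = luminescence | dosing = single compound dose of 20 µM, 2% DMSO final | incubation = 30 min reaction at room temperature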
TNAP act hi DEA – TNAP activators at high phosphate acceptor level, primary screen, biochemical, luminescence, uHTS | 200,000 tested, under 10 active | activation factor at 20 µM | purified TNAP, CDP-star luminescence, 1 M DEA, 30 min; active compounds read high; 0 = EDTA background, 1 = DMSO-only activity | Alkaline phosphatase, tissue-nonspecific isozyme (Homo sapiens), P05186 | AID 1136, 2008;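 active means activation factor at least 2 at 20 µM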
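Test system – human TNAP · Doses – 20 µM single point · Incubation – 30 min, room temperature · Signal – luminescent substrate turnover signal · Read-out basis – activation factor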
PMI act satM6P – human PMI activators, high substrate, primary screen, biochemical, fluorescence intensity, near-saturating mannose 6-phosphate; coupled PMI enzyme assay, resazurin fluorescence, 20 min; active compounds read high; 1 = untreated enzyme, 0 = substrate-free blank; AID 1216, 2008; actives 0.34% (n = 190,000); activation factor at 20 µM;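 active means activation factor of 2 or more at 20 µM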
Target sequence (P34949 whole entry, looked up): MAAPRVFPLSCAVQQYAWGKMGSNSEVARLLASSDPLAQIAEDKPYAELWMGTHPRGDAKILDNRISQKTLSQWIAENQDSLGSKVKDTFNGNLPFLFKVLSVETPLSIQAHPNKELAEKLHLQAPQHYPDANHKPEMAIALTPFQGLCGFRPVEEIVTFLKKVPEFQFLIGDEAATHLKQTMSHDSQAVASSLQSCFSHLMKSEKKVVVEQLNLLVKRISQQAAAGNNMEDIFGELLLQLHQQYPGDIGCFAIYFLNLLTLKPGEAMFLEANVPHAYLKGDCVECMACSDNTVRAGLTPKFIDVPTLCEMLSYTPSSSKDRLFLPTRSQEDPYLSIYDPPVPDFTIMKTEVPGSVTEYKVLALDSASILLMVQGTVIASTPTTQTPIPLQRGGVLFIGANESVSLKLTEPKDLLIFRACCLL
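test system = human PMI in coupled enzyme assay | medium = HEPES-buffered pH 7.4 with magnesium and detergent | also added = 1.0 mM mannose-6-phosphate substrate with 0.22 mM NADP+ | compound = 20 µM single dose | times = 20 min incubation at room temperature | measured by = resorufin fluorescence (Ex 544/Em 590 nm) from resazurin via diaphorase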
TNAP inh noacc – human TNAP enzyme inhibitors, primary screen, biochemical, luminescent, no phosphate acceptor, uHTS; actives 0.26% (n = 200,000); Alkaline phosphatase, tissue-nonspecific isozyme (Homo sapiens), P05186; AID 1012, 2008; inhibition, % at 20 µM; purified TNAP, CDP-star luminescence, 30 min;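 active means tissue-nonspecific alkaline phosphatase inhibition above about 50% at 20 µM in the single-dose screen, limit read from the data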;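 further: 0% = DMSO negative control and 100% = EDTA positive control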
PMI activator – activators of human PMI, primary screen, biochemical, fluorescence intensity, near-Km mannose 6-phosphate | Mannose-6-phosphate isomerase (Homo sapiens), P34949 | purified human PMI, coupled resazurin fluorescence, 20 min; active compounds read high; 1 = vehicle control, 0 substrate-free wells | activation factor at 20 µM | actives 0.005% (n = 190,000) | AID 1214, 2008;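 active means activation factor of 2 or more at 20 µM, relative to plate controls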
Diaph inh CS – diaphorase inhibitors and chemical oxidizers, primary screen, counter-screen for diaphorase-coupled primary assays, biochemical, uHTS, resorufin fluorescence. diaphorase resazurin-to-resorufin fluorescence, NADH, 16 min; bacterial (C. kluyveri) enzyme, not human. inhibition, % at 20 µM. actives 0.69% (n = 190,000). AID 1217, 2008;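 active means primary screen inhibition at 20 µM above a set limit, cut at about 50% in these data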;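 further: plate controls were DMSO with full reaction for no effect and wells lacking NADH for full effect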
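Assay system – diaphorase enzyme from Clostridium kluyveri · Amount – diaphorase 0.14 U/mL (working solution) · Times – reaction incubation of 16 min at room temperature · Controls – No-NADH positive control and DMSO neutral control · Signal – resorufin fluorescence 544/590 nm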
* hit, by the source's call; / = not tested or not shown.

SMILES	TNAP inh hiacc	Diaphorase act	bIAP act	L major viab	bIAP inhibitor	TNAP act hi DEA	PMI act satM6P	TNAP inh noacc	PMI activator	Diaph inh CS
C/C(=C(\C#N)C(=O)NCc1ccccc1)N(C)C	-4	1	1.1	5	-6	1	1.1	-11	1.1	-5
CCOC(=O)c1oc2ccc(Br)cc2c1NC(=O)CN1CCN(C)CC1	2	1	1.2	3	-22	1	0.9	2	0.9	0
CCOC(=O)c1cc(NC(=O)Nc2nc3ccccc3s2)c(C)nc1C	3	1	1	-4	5	1	1	58*	0.9	3
O=C(NCc1cn(-c2ccccc2)nc1-c1ccc(F)cc1)c1cccc([N+](=O)[O-])c1	4	0.9	0.9	81*	6	1	0.9	3	0.8	14
Cc1cc(C(=O)COC(=O)C2=NNC(=O)CC2)c(C)n1-c1cccc(C(F)(F)F)c1	1	1	1	8	-2	1	1	7	1	0
Cc1nc(NC(=O)COC(=O)CCC(=O)c2cccs2)c(Cl)cc1Cl	-5	0.9	0.9	-8	13	1	1.1	-9	1.1	12
COc1ccccc1Nc1nc(N)nc(CN2CCN(c3ccccc3)CC2)n1	0	1	1.1	5	-8	1	1.1	-1	1	-2
C(=N\n1cnnc1)/c1cn(Cc2ccccc2)c2ccccc12	-7	0.8	0.9	19	8	1.1	1	-13	1	16
COc1ccccc1NS(=O)(=O)c1ccc(O)cc1	-3	0.9	0.9	-4	10	1	1	-1	1.1	10
COc1ccc(CN2CCNC(=O)C2CC(=O)N2CCCCO2)c(OC)c1 (stereo unspecified)	-1	0.8	1	-4	-2	1	0.7	-7	0.9	16
O=C(Nc1ccccc1Cl)c1ccc(Cl)cc1Cl	-6	0.8	1	-3	2	1.1	1	-9	0.9	24
COc1ccc(N2C(=O)C(CC(=O)Nc3ccc(F)cc3)N(CCc3ccc(OC)c(OC)c3)C2=O)cc1 (stereo unspecified)	-7	0.9	1.1	6	-9	1.1	1	-18	1	12
O=S(=O)(Nc1cc(Cl)ccn1)c1ccc(Cl)cc1	-1	0.9	0.9	-2	9	1	1	-3	0.9	14
CCN(C(=O)COC(=O)c1ccccc1Nc1cccc(C)c1C)C1CCS(=O)(=O)C1 (stereo unspecified)	-3	1	1	-1	5	1	1	5	1	5
Cc1noc(COc2ccccc2OCC(O)CNC(C)(C)C)n1 (stereo unspecified)	-1	0.9	1	6	0	1	1.1	-6	1	12
CSc1nc2nc3c(c(=O)n2[nH]1)CCCC3	-2	0.9	0.9	-5	14	1	0.9	-12	0.8	13
CN(C)S(=O)(=O)c1cccc(NC(=O)c2ccc(N3CCOCC3)c([N+](=O)[O-])c2)c1	4	0.9	1	3	0	1	0.9	-1	0.9	11
Cc1ccc(SCC(=O)Nc2ccc(S(=O)(=O)Nc3ncccn3)cc2)cc1	-3	0.9	0.9	-3	7	1	1	-6	0.9	15
CC1=C(C(=O)Nc2ccccc2)C(c2ccncc2)C(C#N)=C(SCC(=O)NC2CC2)N1 (stereo unspecified)	-3	0.9	0.8	73*	21	1	1.2	-16	1.2	13
CCOC(=O)c1c(CS(=O)(=O)c2ccccc2)n(C)c2cc(Br)c(O)c(CN(C)C)c12	1	0.9	0.9	1	6	1	0.6	-5	1	10
O=C1c2cccnc2C(Nc2ccc(S(=O)(=O)N3CCCCCC3)cc2)N1Cc1ccccc1 (stereo unspecified)	1	0.9	0.9	55*	6	1	0.9	-2	0.9	14
Cc1cc(C)n2ncc(C(=O)NCc3cccnc3)c2n1	0	1	1	5	4	1	1.1	-2	1.1	1
O=C(CSc1nnc(-c2ccc(S(=O)(=O)N3CCOCC3)cc2)o1)c1ccccc1F	-2	0.8	1	0	-1	1	1	-4	1	17
CN(C)/C=C(\C#N)C(=O)N/N=C/c1ccc(Cl)cc1	-3	0.9	1.1	-6	-8	1	0.9	-8	1	5
Cc1ccc(S(=O)(=O)Cn2nnnc2CN2CCOCC2)cc1	-5	1	1	-7	-4	1.1	1	-8	1	5
Further compounds.
SMILES	TNAP inh hiacc	Diaphorase act	bIAP act	L major viab	bIAP inhibitor	TNAP act hi DEA	PMI act satM6P	TNAP inh noacc	PMI activator	Diaph inh CS
CCN1C(=O)CSC1=NC1C2CC3CC(C2)CC1C3 (stereo unspecified)	1	1	1	7	0	1	1.1	-8	1.1	-1
COc1cc(C(=O)NCCc2ccc(S(=O)(=O)N3CCCC3)cc2)cc(OC)c1OC	-3	0.8	1.2	-5	-20	1	0.9	-14	0.9	16
FC(F)(F)c1cccc(Cc2noc(CN3CCC(N4CCCCC4)CC3)n2)c1	-2	0.9	1	83*	-3	1	0.9	-2	1	8
CN1CCN(C(=O)C2CCN(c3ncc(C(F)(F)F)cc3Cl)CC2)CC1	-3	0.9	1.3	6	-27	1	1	-10	1	12
Cc1nc2sc(C(c3ccc(F)cc3)N3CCOCC3)c(O)n2n1 (stereo unspecified)	-4	1	1	1	4	1	1.2	-2	1.2	2
COC(=O)[C@H](CCSC)NC(=O)NCc1cccs1	-7	0.8	1	1	3	1.1	1.1	-18	1	23
O=C1C2C3CCC(C3)C2C(=O)N1Cc1ccccc1 (stereo unspecified)	2	0.9	0.9	57*	11	1	0.9	-2	0.9	10
CCC(CC)NC(=O)Nc1ccccc1C	-4	1	0.9	0	7	1	1.1	-5	1	2
Cc1cc(N2CCOCC2)ccc1/C=C1\NC(=O)N(Cc2ccccc2F)C1=O	4	0.8	0.8	5	17	1	0.8	-1	0.9	18
CN(C)S(=O)(=O)c1ccc(C(=O)Nc2ccc(S(=O)(=O)NC3=NCCCCC3)cc2)cc1	-10	0.9	1.1	-3	-13	1.1	1	1	0.9	14
Cc1cccc(NC(=O)Nc2cnccn2)c1	1	1	0.9	-2	14	1	1	0	1	-4
COc1ccc(CC(=O)OCC(=O)NCc2ccc(Cl)cc2)cc1	-6	0.9	1	-9	2	1.1	1	-14	1	11
COc1cc(CC(=O)OCC(=O)Nc2cc([N+](=O)[O-])ccc2Cl)cc(OC)c1OC	4	0.9	1	-5	3	1	1.1	-3	1	7
COc1ccc(/C=N/NC(=O)c2c(-c3ccccc3)noc2C)cc1	-4	1.1	1	5	1	1	1.2	2	1.1	-15
CCOP(=O)(OCC)C(NC(=O)c1ccc(OC)cc1)c1ccccc1 (stereo unspecified)	-4	1	1.1	-8	-13	1	1.1	-11	1.2	-3
COc1cc(C2Nc3cccc4cccc(c34)N2)ccc1OC(C)=O	11	0.5	0.7	14	30	0.9	1	-3	1.2	48
CC(=O)Nc1nnc(-c2ccc(Cl)s2)o1	-2	1	1	-2	-1	1	0.9	-8	0.9	3
Cc1cc(=O)c2ccccc2n1CC(=O)NCc1ccccc1	-3	0.8	1	21	2	1	1	-7	1.1	18
O=C(NC1CC2CCCC(C1)N2S(=O)(=O)c1ccccc1)c1ccccc1 (stereo unspecified)	-1	0.9	1	20	3	1	0.9	-7	1	8
COc1ccc(/C=N/Nc2ncnc3scc(-c4ccccc4)c23)cc1OC	-12	1	1.1	-4	-11	1.1	1.1	4	1.1	4
CCn1c(SC)nnc1-c1nnc(SC)n1CC	-4	1	1	-5	-1	1	1	-9	1	-1
CCC(C)(C)n1nnnc1C(c1cc(OC)ccc1OC)N1CCC(C(N)=O)CC1 (stereo unspecified)	3	1.2	1	-7	4	1	1.1	-3	1.2	-16
Cc1ccc(-c2nnn(CC(=O)N(CCN3CCOCC3)C(C(=O)NC3CCCC3)c3ccncc3)n2)o1 (stereo unspecified)	5	/	1.2	-7	-19	1	/	0	/	/
O=C(CC1Oc2ccccc2NC1=O)NCCCN1CCCC1=O (stereo unspecified)	-7	1	1	-8	4	1.1	1	2	1.1	5
N#Cc1c(N)oc(-c2cccs2)c1-c1cccs1	0	0.8	0.9	4	8	1	1	-15	0.9	23

Record cards (already shown). Values in the order: TNAP inh hiacc, Diaphorase act, bIAP act, L major viab, bIAP inhibitor, TNAP act hi DEA, PMI act satM6P, TNAP inh noacc, PMI activator, Diaph inh CS
COc1ccc(/C=N/NC(=O)c2c(-c3ccccc3)noc2C)cc1 reads -4, 1.1, 1, 5, 1, 1, 1.2, 2, 1.1, -15
CCN1C(=O)CSC1=NC1C2CC3CC(C2)CC1C3 (stereo unspecified) reads 1, 1, 1, 7, 0, 1, 1.1, -8, 1.1, -1

Other records.
SMILES	TNAP inh hiacc	Diaphorase act	bIAP act	L major viab	bIAP inhibitor	TNAP act hi DEA	PMI act satM6P	TNAP inh noacc	PMI activator	Diaph inh CS
COc1cc(NC2c3ccccc3C(=O)N2c2ccc(C)cn2)cc(OC)c1OC (stereo unspecified)	-6	1	1	15	-2	1.1	1	-7	0.9	0
Clc1ccc(-c2nnnn2-c2ccc(Cl)c(Cl)c2)cc1Cl	-3	0.9	0.5	14	49	1	0.9	-9	0.8	14
CCc1c(C)c2ccc(OCC(=O)OC(C)C)c(C)c2oc1=O	-7	0.7	0.8	-3	16	1.1	0.8	-12	0.9	26
Cc1sc2nc(SCC(N)=O)n(C)c(=O)c2c1C	-1	0.9	0.9	-3	12	1	0.8	-12	1.1	6
COCc1cc(C)n(CC(=O)Nc2ccccc2C(=O)OC)c(=O)c1C#N	-2	0.9	0.9	-2	5	1	1	-10	1	14
Clc1ccc(CSC2=NCCCN2)cc1Cl	-6	1.1	0.8	91*	16	1.1	1.1	-11	1	-6
COC(=O)[C@H](C)[C@H]1C[C@]1(C)[C@H](NC(=O)OCc1ccccc1)c1ccccc1	-3	0.9	0.6	2	40	1	0.9	-10	0.9	6
CCCCCOC(=O)Cn1c(SCC(=O)Nc2ccccc2)nc2c1c(=O)[nH]c(=O)n2C	-11	0.7	0.8	-1	15	1.1	0.9	0	1	29

Shown as a hit in TNAP inh noacc, among the entries above:
SMILES,TNAP inh hiacc,bIAP act,bIAP inhibitor,TNAP act hi DEA,PMI act satM6P,TNAP inh noacc,PMI activator
CCOC(=O)c1cc(NC(=O)Nc2nc3ccccc3s2)c(C)nc1C,3,1,5,1,1,58*,0.9

Screening results deposited in PubChem by several laboratories.

No enrichment for hits (roughly 10% active in at least one column).
